Assay outcomes: PubChem, The Scripps Research Institute Molecular Screening Center
FBW7 activator – human FBW7 E3 ligase activation, primary screen; 650,000 compounds, 0.13% hits; AlphaScreen FBW7–phospho-cyclin E peptide binding, activator screen; normalized activity (activation), % at 26.1 µM; Q969H0; in the data active = normalized activity above about 1.9%;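 also: purified mutant Fbw7 with reduced substrate affinity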
Target sequence (Q969H0 whole entry, looked up): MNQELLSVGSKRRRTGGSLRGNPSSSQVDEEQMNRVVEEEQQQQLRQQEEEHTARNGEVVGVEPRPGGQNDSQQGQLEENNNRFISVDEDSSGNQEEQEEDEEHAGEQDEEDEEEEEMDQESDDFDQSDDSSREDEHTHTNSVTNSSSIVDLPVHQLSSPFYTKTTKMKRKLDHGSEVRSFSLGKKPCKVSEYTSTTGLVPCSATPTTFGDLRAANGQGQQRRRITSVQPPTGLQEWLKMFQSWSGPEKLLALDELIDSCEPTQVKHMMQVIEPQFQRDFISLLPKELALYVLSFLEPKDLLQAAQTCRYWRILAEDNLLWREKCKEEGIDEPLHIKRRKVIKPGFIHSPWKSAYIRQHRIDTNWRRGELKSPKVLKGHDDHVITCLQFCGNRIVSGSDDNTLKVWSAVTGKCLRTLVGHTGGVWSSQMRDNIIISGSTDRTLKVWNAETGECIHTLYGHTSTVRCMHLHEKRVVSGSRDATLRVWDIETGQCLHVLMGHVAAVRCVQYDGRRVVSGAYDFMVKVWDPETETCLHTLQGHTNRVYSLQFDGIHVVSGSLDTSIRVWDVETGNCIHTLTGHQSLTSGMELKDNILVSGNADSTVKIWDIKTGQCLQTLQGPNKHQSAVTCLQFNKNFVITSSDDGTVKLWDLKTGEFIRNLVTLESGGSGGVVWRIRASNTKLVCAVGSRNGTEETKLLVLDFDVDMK
MITF primary – inhibitors of human MITF. inhibition, % at 2.6 µM. 650,000 compounds, 0.91% hits. AID 1259374. O75030. AlphaScreen MITF homodimerization, bead proximity signal; in the data active = inhibition above about 50%;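 also: 0% = vehicle wells with protein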
TEAD-YAP inh – TEAD-YAP interaction inhibition; 640,000 compounds, 1.4% hits; HEK-TIYL cells, TEAD-Gal4/YAP UAS-luciferase luminescence; inhibition, % at 9.12 µM; AID 1259422; in the data active = inhibition above about 32%;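 also: 0% = median of test compound wells and 100% = reference inhibitor wells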
GPR151 activ – human GPR151 activation; Q8TDV0; PathHunter beta-arrestin GPR151 cells, luminescence; activation, % at 11.2 µM; 650,000 compounds, 1% hits; in the data active = activation above about 4.9%;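 also: 0% = median of compound wells and 100% = cells with positive control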
Target sequence (Q8TDV0 whole entry, looked up): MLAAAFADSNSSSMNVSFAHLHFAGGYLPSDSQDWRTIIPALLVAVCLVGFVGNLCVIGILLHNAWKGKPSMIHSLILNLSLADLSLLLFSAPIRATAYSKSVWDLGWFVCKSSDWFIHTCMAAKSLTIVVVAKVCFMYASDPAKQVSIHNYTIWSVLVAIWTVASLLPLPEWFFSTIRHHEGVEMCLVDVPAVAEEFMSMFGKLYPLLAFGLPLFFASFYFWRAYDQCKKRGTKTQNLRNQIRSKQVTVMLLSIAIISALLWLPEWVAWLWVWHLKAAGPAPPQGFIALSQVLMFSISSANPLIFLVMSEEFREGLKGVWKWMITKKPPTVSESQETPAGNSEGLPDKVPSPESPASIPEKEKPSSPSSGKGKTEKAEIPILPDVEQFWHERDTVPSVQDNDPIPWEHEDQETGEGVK
Active calls of the source: *; & = joins results of further samples. Random draw from the library. Share with any hit: about 3.5%.

O=C(/C=C/c1ccc(Cl)cc1Cl)Nc1nn[nH]n1 was read as FBW7 activator -0.2, MITF primary -2, TEAD-YAP inh 3 and GPR151 activ 1.4.
COc1ccc(C)cc1NC(=O)/C(C#N)=C/c1ccc(N2CCCCC2)o1 was read as FBW7 activator 0.3, MITF primary -1, TEAD-YAP inh -8 and GPR151 activ -0.4.
CCOC(=O)N1CCC(n2c(SCc3ccc([N+](=O)[O-])cc3)nc3ccsc3c2=O)CC1 was read as FBW7 activator 0.0, MITF primary 5, TEAD-YAP inh -7 and GPR151 activ 3.9.
Cc1ccc(O)c(SC(C)(C)Sc2cc(C)ccc2O)c1 was read as FBW7 activator 0.0, MITF primary 6, TEAD-YAP inh 2 and GPR151 activ 0.4.
Screening NC(=O)NC(=O)COC(=O)CC12CC3CC(CC(C3)C1)C2 returned FBW7 activator 0.0, MITF primary -9, TEAD-YAP inh -5 and GPR151 activ -0.8.
CCOC(=O)COc1ccc2c(=O)cc(-c3ccccc3)oc2c1 was read as FBW7 activator -0.1, MITF primary -3, TEAD-YAP inh -4 and GPR151 activ 1.1.
For N#CC1=C(N)Oc2n[nH]c(-c3ccc4c(c3)OCO4)c2C1c1ccc(Cl)cc1 (stereo unspecified) the results were FBW7 activator 0.3, MITF primary 22, TEAD-YAP inh 4 and GPR151 activ -0.8.
For CC(=O)Nc1cc(C(=O)OCC(=O)c2ccc(Br)cc2)ccc1C the results were FBW7 activator 0.0, MITF primary 5, TEAD-YAP inh -18 and GPR151 activ -0.1.
`CCN(CC)c1ccc(/C=c2\sc3ncnn3c2=O)cc1` gave FBW7 activator -0.1, MITF primary 0, TEAD-YAP inh -8 and GPR151 activ -0.7.
For CC(C)(C)CC(=O)OCC(=O)Nc1ccc(N2CCOCC2)cc1 the results were FBW7 activator 0.0, MITF primary 3, TEAD-YAP inh 11 and GPR151 activ 2.1.
`NC(=O)c1c(NC(=S)NC(=O)c2ccc(F)c(F)c2)sc2c1CCCCCC2` gave FBW7 activator 0.0, MITF primary 12, TEAD-YAP inh 3 and GPR151 activ 0.4.
CC1CCCCC1NS(=O)(=O)c1cc(C(=O)Nc2ccc(F)c(F)c2)ccc1F (stereo unspecified) was read as FBW7 activator 0.1, MITF primary -10, TEAD-YAP inh -4 and GPR151 activ 1.4.
For Fc1ccc(-c2csc(N3CCN(C(=S)NCC4CCCO4)CC3)n2)cc1 (stereo unspecified) the results were FBW7 activator 0.6, MITF primary 9, TEAD-YAP inh 2 and GPR151 activ -0.8.
COc1nc(Oc2ccc(C(=O)Nc3ccccc3)cc2)nc(Oc2ccc(C(=O)Nc3ccccc3)cc2)n1 was read as FBW7 activator 0.0, MITF primary 11, TEAD-YAP inh -2 and GPR151 activ -2.5.
COC(=O)C1=C(C)NC(C)=C(C(=O)OC)C1c1ccc(-c2cccc(Cl)c2Cl)o1 was read as FBW7 activator 0.1, MITF primary -1, TEAD-YAP inh -2 and GPR151 activ -1.6.
For CCOc1ccc(/C(C)=N/NS(=O)(=O)c2ccccc2)cc1 the results were FBW7 activator 0.3, MITF primary 8, TEAD-YAP inh 10 and GPR151 activ 1.4.
O=C(Cc1ccccc1)NCC(=O)OCc1ccc([N+](=O)[O-])cc1 was read as FBW7 activator -0.2, MITF primary 9, TEAD-YAP inh 5 and GPR151 activ -1.1.
`COC(=O)CN(Cc1ccccc1)S(=O)(=O)c1ccc(Cl)cc1` gave FBW7 activator 0.7, MITF primary 3, TEAD-YAP inh 3 and GPR151 activ -0.4.
CCOc1ccc(-c2c3cc(O)c(=O)cc-3oc3cc(O)c(O)cc23)cc1 was read as FBW7 activator -0.3, MITF primary 111*, TEAD-YAP inh -5 and GPR151 activ -1.2.
`CCC1=NN(C(=O)c2ccc(Cl)cc2)C(O)(c2ccc(OC)cc2)C1` (stereo unspecified) gave FBW7 activator 0.1, MITF primary 4, TEAD-YAP inh 0 and GPR151 activ 1.6.

3 entries from above, sorted by molecular weight, smallest number first.
Screening NC(=O)NC(=O)COC(=O)CC12CC3CC(CC(C3)C1)C2 returned FBW7 activator 0.0, MITF primary -9, TEAD-YAP inh -5 and GPR151 activ -0.8.
O=C(Cc1ccccc1)NCC(=O)OCc1ccc([N+](=O)[O-])cc1 was read as FBW7 activator -0.2, MITF primary 9, TEAD-YAP inh 5 and GPR151 activ -1.1.
For Fc1ccc(-c2csc(N3CCN(C(=S)NCC4CCCO4)CC3)n2)cc1 (stereo unspecified) the results were FBW7 activator 0.6, MITF primary 9, TEAD-YAP inh 2 and GPR151 activ -0.8.

(list continues)
COc1cc(C(=O)Nc2cc(C(F)(F)F)ccc2F)cc(OC)c1OC was read as FBW7 activator 0.0, MITF primary 11, TEAD-YAP inh 7 and GPR151 activ 0.5.
For CN(C)CCNC(=O)c1cc2c(s1)-c1ccccc1SC2 the results were FBW7 activator 0.0, MITF primary 1, TEAD-YAP inh -33 and GPR151 activ -2.7.
COc1ccc(C2CC(=O)C3=C(C2)Nc2ccccc2N(C(C)=O)C3c2ccccc2)cc1 (stereo unspecified) was read as FBW7 activator -0.3, MITF primary -3, TEAD-YAP inh 2 and GPR151 activ 1.3.
`O=C(NCCn1nc(-c2cccs2)oc1=O)c1n[nH]c(=O)c2ccccc12` gave FBW7 activator -0.1, MITF primary -13, TEAD-YAP inh -3 and GPR151 activ -0.1.
`CC(=O)N(c1ccc(C)c(C)c1)C1CCS(=O)(=O)C1` (stereo unspecified) gave FBW7 activator 0.0, MITF primary 8, TEAD-YAP inh 7 and GPR151 activ -1.4.
For Cc1ccc(Nc2nnc(SCC(=O)NC3CCCC3)s2)cc1 the results were FBW7 activator -0.1, MITF primary -2, TEAD-YAP inh -3 and GPR151 activ 0.3.
O=C(Nc1cccc(NC(=O)c2ccc([N+](=O)[O-])o2)c1)c1ccco1 was read as FBW7 activator -0.1, MITF primary -11, TEAD-YAP inh -5 and GPR151 activ -0.6.
Screening COC(=O)c1ccc2c(=O)n3nc(NCc4ccco4)sc3nc2c1 returned FBW7 activator 0.0, MITF primary 8, TEAD-YAP inh 4 and GPR151 activ 1.7.
CCCC1CCC(c2ccc(-c3noc(-c4ccc(O)cc4)n3)cc2)CC1 (stereo unspecified) was read as FBW7 activator -0.1, MITF primary -7, TEAD-YAP inh 0 and GPR151 activ 2.5.
COc1ccccc1C(=O)N1CCN2C(=O)[C@H](Cc3ccccc3)NC(=O)[C@H]2C1 was read as FBW7 activator 0.1, MITF primary 0, TEAD-YAP inh 13 and GPR151 activ 0.3.
O=C1c2ccccc2S(=O)(=O)N1C(=O)c1cccc2ccccc12 was read as FBW7 activator -0.3, MITF primary -7, TEAD-YAP inh -4 and GPR151 activ 0.0.
For O=C(Nc1cccc(C(F)(F)F)c1)c1nn2c(c1Br)NC(c1ccccc1)CC2C(F)(F)F (stereo unspecified) the results were FBW7 activator 0.0, MITF primary 3, TEAD-YAP inh -3 and GPR151 activ 1.4.
`O=C(NCc1ccc(Cl)cc1)c1ccc(N2CC3CC(C2)c2cccc(=O)n2C3)c(NS(=O)(=O)c2ccc(Cl)cc2)c1` (stereo unspecified) gave FBW7 activator 0.1, MITF primary 9, TEAD-YAP inh -2 and GPR151 activ -2.5.
Screening CNS(=O)(=O)c1ccc(NCCNC(C)=O)c([N+](=O)[O-])c1 returned FBW7 activator 0.0, MITF primary -15, TEAD-YAP inh 0 and GPR151 activ 0.3.
Screening CCN1CCC(NCc2ccccc2Cl)CC1 returned FBW7 activator 0.0, MITF primary 0, TEAD-YAP inh 4 and GPR151 activ 0.2.
For Cc1cccc(N2CCN(Cc3nc4ccccc4n3C)CC2)c1 the results were FBW7 activator -0.3, MITF primary 13, TEAD-YAP inh 10 and GPR151 activ 1.4.
O=[N+]([O-])c1ccc(N2CCN(Cc3ccsc3)CC2)cc1 was read as FBW7 activator -0.3, MITF primary 25, TEAD-YAP inh 3 and GPR151 activ 0.5.
For CCCn1c(CCC(=O)N2CCc3ccccc32)nc2cccnc21 the results were FBW7 activator -0.1, MITF primary 10, TEAD-YAP inh 8 and GPR151 activ 0.4.
For CCCOc1ccc(/C(O)=C2/C(=O)C(=O)N(CCN(CC)CC)C2c2ccc(Cl)cc2)c(C)c1 (stereo unspecified) the results were FBW7 activator 0.1, MITF primary 21, TEAD-YAP inh -2 and GPR151 activ 1.1.
Screening CC(C)(C)NC(=O)[C@H]1CC[C@H]2[C@@H]3CC[C@H]4NC(=O)C=C[C@]4(C)[C@H]3CC[C@]12C returned FBW7 activator 0.0&-0.2, MITF primary -11&-23, TEAD-YAP inh -5 and GPR151 activ 0.3&-1.3.
For CCCCOC(=O)n1c(=O)oc2cc(Cl)ccc21 the results were FBW7 activator 0.3, MITF primary 22, TEAD-YAP inh -70 and GPR151 activ -2.4.
Screening COc1cc(OC)cc(-c2nc3ccccc3c(=O)n2NC(=O)COc2ccc(Cl)cc2Cl)c1 returned FBW7 activator 0.1, MITF primary -7, TEAD-YAP inh -7 and GPR151 activ 0.3.
Screening CCN1C(=O)CC(CC(=O)N2CCN(c3nonc3C)CC2)(c2ccccc2C)C1=O (stereo unspecified) returned FBW7 activator 0.1, MITF primary 2, TEAD-YAP inh -2 and GPR151 activ -0.9.
`Cc1c(NC(=O)c2ccc(Cl)c([N+](=O)[O-])c2)cccc1-c1nc2ccccc2o1` gave FBW7 activator -0.3, MITF primary -7, TEAD-YAP inh -1 and GPR151 activ 0.9.
Screening CCc1ccc(NC(=O)CSc2nnc(-c3ccc(OC)cc3)o2)cc1 returned FBW7 activator 0.0, MITF primary 6, TEAD-YAP inh 0 and GPR151 activ 2.5.
For O=C(N/N=C\c1ccc(Cl)c(Cl)c1)c1ccccn1 the results were FBW7 activator -0.1, MITF primary 14, TEAD-YAP inh -29 and GPR151 activ -1.9.
`CC1=NN(c2ccccc2)C(=O)/C1=C/c1ccc(-c2cc(Cl)ccc2Cl)o1` gave FBW7 activator -0.1, MITF primary 3, TEAD-YAP inh 5 and GPR151 activ 0.2.
For COc1ccccc1CNC(=O)c1ccccc1C(=O)NC(C)(C)C(=O)NCc1ccccc1OC the results were FBW7 activator 0.2, MITF primary 11, TEAD-YAP inh -3 and GPR151 activ -1.2.
O=C(c1cnccc1Nc1ccc2[nH]ncc2c1)N1CC[C@@H](O)C1 was read as FBW7 activator 0.1, MITF primary 5, TEAD-YAP inh 8 and GPR151 activ -0.6.
Cc1cc(C)n2nc(S(=O)(=O)N(CC(C)C)CC(C)C)nc2n1 was read as FBW7 activator 0.1, MITF primary 8, TEAD-YAP inh 2 and GPR151 activ -0.5.
For CNC(=O)CSc1ncnc2ccccc12 the results were FBW7 activator -0.1, MITF primary 5, TEAD-YAP inh 5 and GPR151 activ -0.9.
`O=C(Oc1ccccc1[N+](=O)[O-])c1ccccc1Br` gave FBW7 activator 0.0, MITF primary 3, TEAD-YAP inh -7 and GPR151 activ -1.4.
Cc1ccc(S(=O)(=O)NC(C)C(=O)Nc2ccc(S(N)(=O)=O)cc2)cc1 (stereo unspecified) was read as FBW7 activator 0.2, MITF primary 10, TEAD-YAP inh 4 and GPR151 activ 0.6.
Screening CCCCCCC(C)n1[nH]c(=O)cc1N (stereo unspecified) returned FBW7 activator 0.1, MITF primary -3, TEAD-YAP inh -3 and GPR151 activ -0.2.
For COCCn1nnnc1C(c1cccs1)N(Cc1cccnc1)Cc1ccco1 (stereo unspecified) the results were FBW7 activator -0.1, MITF primary 0, TEAD-YAP inh -1 and GPR151 activ 0.9.
`CCOc1ccc(C(=O)c2cnc3ccccc3c2N2CCOCC2)cc1` gave FBW7 activator -0.1, MITF primary -12, TEAD-YAP inh -8 and GPR151 activ -2.2.
Screening COc1cccc(NC(=O)CSc2nnc(-c3ccncc3)n2-c2ccccc2C)c1 returned FBW7 activator 0.0, MITF primary -23, TEAD-YAP inh 14 and GPR151 activ -0.3.
Screening COc1ccccc1-c1n[nH]n2c1nc(=O)c1ccccc12 returned FBW7 activator 0.0, MITF primary 12, TEAD-YAP inh -38 and GPR151 activ -2.3.
`CCCn1c(COc2ccc(Cl)cc2Cl)nc2ccccc21` gave FBW7 activator 0.1, MITF primary 16, TEAD-YAP inh -62 and GPR151 activ -1.3.
Screening CCOC(=O)c1c(C)oc2ccc(OCC(=O)NN)cc12 returned FBW7 activator 0.8, MITF primary -4, TEAD-YAP inh 1 and GPR151 activ 0.2.
For COc1ccc(C(=O)c2cc(C)c(CN3CCOCC3)cc2C)cc1OC the results were FBW7 activator -0.1, MITF primary 32, TEAD-YAP inh 3 and GPR151 activ 0.3.
COc1cccc2cc(C(=O)Nc3ccccc3)/c(=N/O)oc12 was read as FBW7 activator 0.0, MITF primary 14, TEAD-YAP inh 34* and GPR151 activ -0.6.

A section from the list above, for reference:
`CCOc1ccc(C(=O)c2cnc3ccccc3c2N2CCOCC2)cc1` gave FBW7 activator -0.1, MITF primary -12, TEAD-YAP inh -8 and GPR151 activ -2.2.
Screening COc1cccc(NC(=O)CSc2nnc(-c3ccncc3)n2-c2ccccc2C)c1 returned FBW7 activator 0.0, MITF primary -23, TEAD-YAP inh 14 and GPR151 activ -0.3.
Screening COc1ccccc1-c1n[nH]n2c1nc(=O)c1ccccc12 returned FBW7 activator 0.0, MITF primary 12, TEAD-YAP inh -38 and GPR151 activ -2.3.
`CCCn1c(COc2ccc(Cl)cc2Cl)nc2ccccc21` gave FBW7 activator 0.1, MITF primary 16, TEAD-YAP inh -62 and GPR151 activ -1.3.
Screening CCOC(=O)c1c(C)oc2ccc(OCC(=O)NN)cc12 returned FBW7 activator 0.8, MITF primary -4, TEAD-YAP inh 1 and GPR151 activ 0.2.
For COc1ccc(C(=O)c2cc(C)c(CN3CCOCC3)cc2C)cc1OC the results were FBW7 activator -0.1, MITF primary 32, TEAD-YAP inh 3 and GPR151 activ 0.3.
COc1cccc2cc(C(=O)Nc3ccccc3)/c(=N/O)oc12 was read as FBW7 activator 0.0, MITF primary 14, TEAD-YAP inh 34* and GPR151 activ -0.6.
